# beta cell repl: MIN6 beta-cell proliferation induction | proliferation, % at 10 µM | 330,000 compounds, 0.29% hits | AID 2380 | MIN6 cells proliferation, ATPlite luminescence, 48 h; cells starved in 0.2% serum; 100% = growth in 10% serum;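 active = compounds whose signal lies at least 3.5 SD above the mean of all wells on their plate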;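 also: 0% = DMSO-treated cells in low-serum medium and 100% = 10% serum control; some compounds called inactive have numbers as strong as hits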
# A3G deaminase: inhibitors of human APOBEC3G DNA deaminase; Q9HC16; AID 493012; inhibition, % at 20 µM; 330,000 compounds, 0.28% hits; recombinant A3G, ssDNA deamination FAM/TAMRA fluorescence;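 active = inhibition of at least 40% at 20 µM, with no more than 30% in the related APOBEC3A deaminase screen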;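 also: plate controls were DMSO wells with A3G for no effect and wells lacking A3G enzyme for full effect; some compounds called inactive have numbers as strong as hits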
# mIAP activ: increases mouse intestinal alkaline phosphatase activity; activation factor at 10 µM; muIAP, CDP-Star luminescence, 30 min; stronger effect = higher value; 1 = vehicle-only enzyme signal, 0 = enzyme-free wells; 330,000 compounds, 0.24% hits;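 active = activation factor of at least 2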; also: the source names both 10 and 20 µM as test concentration; values of inactives mirror those of a sister screen read the other way
#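 Assay system: mouse IAP enzyme; Reagent: CDP-Star chemiluminescent phosphatase substrate; Compound: DMSO-dissolved test compounds; Incubation: 30 min, room temperature; Technique: luminescence from enzymatic CDP-Star hydrolysis; Controls: DMSO-only wells and no-enzyme negative control.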
# hIAP activ: increases human intestinal alkaline phosphatase activity; P09923; AID 2524; purified human IAP, CDP-Star luminescence, 30 min; stronger effect = higher value; 1 = vehicle-only enzyme, 0 = enzyme-free background; 330,000 compounds, 0.16% hits; activation factor at 10 µM;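 active = activation factor of the enzyme at least 2-fold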; also: the source names both 10 and 20 µM as test concentration; values of inactives mirror those of a sister screen read the other way
# Target sequence (P09923 whole entry, looked up): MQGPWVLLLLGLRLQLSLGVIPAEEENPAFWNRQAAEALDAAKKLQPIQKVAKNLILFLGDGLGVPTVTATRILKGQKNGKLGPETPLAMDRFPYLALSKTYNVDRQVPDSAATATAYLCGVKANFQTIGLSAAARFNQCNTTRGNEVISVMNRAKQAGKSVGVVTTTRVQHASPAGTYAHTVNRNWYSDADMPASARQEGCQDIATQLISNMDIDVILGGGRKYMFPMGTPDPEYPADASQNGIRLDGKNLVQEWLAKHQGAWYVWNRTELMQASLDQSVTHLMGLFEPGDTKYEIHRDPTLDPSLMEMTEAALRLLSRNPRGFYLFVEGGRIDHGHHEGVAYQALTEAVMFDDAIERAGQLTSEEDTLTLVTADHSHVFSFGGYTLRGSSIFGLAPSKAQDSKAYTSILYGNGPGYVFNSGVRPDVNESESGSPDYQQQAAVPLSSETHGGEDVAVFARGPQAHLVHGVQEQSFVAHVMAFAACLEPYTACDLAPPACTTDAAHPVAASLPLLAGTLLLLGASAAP
# APOBEC3A inh: human APOBEC3A DNA deaminase inhibition. 330,000 compounds, 0.41% hits. recombinant A3A, FAM/TAMRA ssDNA deamination fluorescence. P31941. inhibition, % at 20 µM;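 active = at least 40% inhibition at 20 µM here, with at most 30% in a related deaminase screen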;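 also: plate controls were A3A with DMSO for no effect and wells lacking A3A enzyme for full effect; some results filed as inactive read as strong as hits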
# Target sequence (P31941 whole entry, looked up): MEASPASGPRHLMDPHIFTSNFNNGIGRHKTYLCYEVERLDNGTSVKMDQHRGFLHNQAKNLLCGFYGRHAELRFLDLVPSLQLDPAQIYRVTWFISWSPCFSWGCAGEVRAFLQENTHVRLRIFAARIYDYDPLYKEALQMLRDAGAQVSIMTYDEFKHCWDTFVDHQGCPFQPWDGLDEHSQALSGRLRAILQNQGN
# MPTP inh: permeability transition pore inhibition; isolated mouse mitochondria, Ca2+ swelling absorbance, 30 min; inhibition, % at 10 µM; 360,000 compounds, 1.4% hits;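 active = inhibition of 50% or more, scaled per plate between neutral and stimulator controls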;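 also: 0% = DMSO wells given calcium and 100% = 1 mM EGTA wells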
# hIAP inh: blocks human intestinal alkaline phosphatase. inhibition, % at 10 µM. purified IAP, CDP-Star luminescence, 30 min. 330,000 compounds, 0.12% hits;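 active = inhibition reaching a set limit with compound at 10 µM in the primary screen, cut at about 35% in these data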;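 also: plate controls were DMSO wells with enzyme for no effect and no-enzyme buffer wells for full effect; values of inactives mirror those of a sister screen read the other way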
# mIAP block: mouse IAP inhibition; AID 2806; purified mouse IAP, CDP-Star luminescence, 30 min; inhibition, % at 10 µM; 330,000 compounds, 0.2% hits;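 active = inhibition of at least 40% at 10 µM in the primary screen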;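 also: plate controls were DMSO with enzyme for no effect and no enzyme wells for full effect; values of inactives mirror those of a sister screen read the other way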
# ATG4B inh: inhibitors of human ATG4B cysteine protease | 340,000 compounds, 0.51% hits | ATG4B cleavage of LC3-PLA2, NBD-HPC fluorescence, 1 h | AID 504462 | inhibition, % at 8.33 µM | Q9Y4P1; in the data active = inhibition above about 40%
# Numbers without * were called inactive; . = no result given.
Structure	beta cell repl	A3G deaminase	mIAP activ	hIAP activ	APOBEC3A inh	MPTP inh	hIAP inh	mIAP block	ATG4B inh
CCOc1cc(C(=S)N2CCOCC2)ccc1OC	-1.4	-3.3	1.08	1.08	-5.5	-1.2	-7.6	-7.6	-5.0
O=C(Nc1n[nH]c(=S)s1)c1ccco1	1.1	82.7*	0.918	0.944	-2.8	-2.1	5.6	8.2	10.2
CCc1nc(N2CCCC(C)C2)c2oc3ccccc3c2n1 (stereo not drawn)	-3.6	-0.7	0.879	0.918	4.8	13.7	8.2	12.1	42.9*
CCN1CCN(S(=O)(=O)c2ccc(Cl)c(C(=O)N(C)Cc3cccs3)c2)CC1	2.6	0.2	1.03	0.922	2.8	-0.3	7.8	-2.9	-0.7
CC(C)C(=O)NC(=S)Nc1ccc(S(=O)(=O)N(C)Cc2ccccc2)cc1	-2.7	-4.1	0.738	1.23	-5.2	3.6	-22.7	26.2	39.0
COc1ccc(NC(=S)NNC(=O)c2ccco2)c(OC)c1	-3.1	-4.1	0.825	1.94	-2.3	-0.5	-94.2	17.5	8.4
Cc1ccc(OCC(=O)N(Cc2ccccc2)c2c(N)n(Cc3ccccc3)c(=O)[nH]c2=O)c(C)c1	-3.2	-3.6	0.976	1.04	0.2	-0.6	-4.5	2.4	7.0
COC(=O)c1c(C)cc(OC(C)=O)c(C)c1OC(C)=O	-2.5	-4.5	1.07	1.09	-2.3	1.1	-8.7	-6.6	0.4
O=C(O)CCC(=O)Nc1cccc(-c2nnc(-c3ccccc3)o2)c1	1.2	2.8	1	0.798	4.1	-0.4	20.2	-0.4	11.5
CCn1c(SCC(=O)Nc2ccc3c(c2)OCCO3)nnc1C1CC1	0.0	-7.6	1.03	0.969	-1.4	-2.7	3.1	-2.6	-6.7
Fc1ccc(NCc2n[nH]c(=S)n2Cc2ccccc2)cc1	-3.5	4.3	0.905	1.07	-4.2	1.8	-7.0	9.5	3.7
Cc1onc(-c2c(Cl)cccc2Cl)c1C(=O)O/N=C(\C#N)c1ccccc1	-2.1	-7.6	1.06	1.05	-3.6	1.6	-5.5	-6.4	1.8
Cc1ccccc1C1=N/C(=C/c2cccs2)C(=O)O1	-2.8	-0.8	0.883	1.09	7.3	0.6	-9.2	11.7	-9.8
CCNC(=O)NS(=O)(=O)c1cnccc1Nc1cccc(Cl)c1	0.0	-4.7	1.08	1.01	-3.2	0.4	-0.9	-8.2	-5.5
O=C(COc1ccccc1)Nc1cc(NC(=O)COc2ccccc2)cc(C(=O)O)c1	-1.6	-2.1	1.13	1.11	-1.5	-0.3	-10.6	-13.0	-2.2
c1nc(NCC2(N3CCOCC3)CCCCC2)c2ccsc2n1	-2.6	-7.7	1.09	0.934	-5.6	2.5	6.6	-8.6	-5.7
COc1ccc(OC)c(N=c2ssnc2Cl)c1	-5.7	74.2*	0.851	1.09	0.8	-0.2	-9.1	14.9	-14.4
CC12CCC(C(=O)Nc3nc4ccc(Br)cc4s3)(OC1=O)C2(C)C (stereo not drawn)	-2.3	-6.7	0.966	0.948	-2.1	6.2	5.2	3.4	7.1
Cc1nn(-c2ccccc2)nc1CNC(=O)c1ncoc1-c1ccccc1	4.2	-1.8	0.921	0.932	-0.7	3.8	6.8	7.9	-1.5
O=C(CCn1c(=O)c2ccccc2n(Cc2cccc([N+](=O)[O-])c2)c1=O)N1CCc2ccccc2C1	1.9	-3.1	0.933	0.912	-0.2	0.8	8.8	6.7	12.1

# 3 records picked at random from the list so far, as already listed:
Structure	beta cell repl	A3G deaminase	mIAP activ	hIAP activ	APOBEC3A inh	MPTP inh	hIAP inh	mIAP block	ATG4B inh
O=C(COc1ccccc1)Nc1cc(NC(=O)COc2ccccc2)cc(C(=O)O)c1	-1.6	-2.1	1.13	1.11	-1.5	-0.3	-10.6	-13.0	-2.2
CCOc1cc(C(=S)N2CCOCC2)ccc1OC	-1.4	-3.3	1.08	1.08	-5.5	-1.2	-7.6	-7.6	-5.0
CCn1c(SCC(=O)Nc2ccc3c(c2)OCCO3)nnc1C1CC1	0.0	-7.6	1.03	0.969	-1.4	-2.7	3.1	-2.6	-6.7

# (list continues)
Structure	beta cell repl	A3G deaminase	mIAP activ	hIAP activ	APOBEC3A inh	MPTP inh	hIAP inh	mIAP block	ATG4B inh
O=C(COC(=O)c1ccccc1Br)NC1CCCCCCC1	-5.7	14.4	1.03	1.04	1.6	-0.8	-3.8	-2.9	4.3
CS(=O)(=O)N1N=C(c2ccccc2)CC1c1cccs1 (stereo not drawn)	-2.7	0.1	1.05	1.06	5.3	0.9	-6.5	-5.4	0.8
CSc1ccc(CN2CCC(n3nccc3NC(=O)C3CCOC3)CC2)cc1 (stereo not drawn)	2.9	-1.2	0.983	0.95	-0.7	-1.4	5.0	1.7	24.6
COC(=O)c1ccc(/C=N/Nc2nc3ccccc3[nH]2)cc1	-3.8	-1.7	0.823	1.43	1.9	-0.5	-43.1	17.7	-16.0
O=C(CC1SC(=Nc2ccc(OC(F)F)cc2)N(CCN2CCOCC2)C1=O)Nc1ccccc1 (stereo not drawn)	2.2	0.7	0.952	0.902	1.0	1.1	9.8	4.8	2.6
CN(/N=C/c1cccnc1)c1cnn(-c2ccc(F)c(Cl)c2)c(=O)c1Cl	-2.2	4.3	0.9	0.813	1.2	3.4	18.7	10.0	4.5
Cc1ccc(S(=O)(=O)N2CCOCC2)cc1NC(=O)COC(=O)COc1ccccc1[N+](=O)[O-]	-1.3	-1.2	1.04	0.98	-0.1	5.1	2.0	-3.6	-1.1
COc1ccc(C(=O)Nc2ccccc2C(=O)Nc2ccc(C(=O)O)cc2)cc1	-3.6	-1.5	0.936	1.24	-0.4	0.1	-24.1	6.4	-0.9
CC(C)(C)C1CCC2(CC1)SCC(=O)N2c1ccccc1 (stereo not drawn)	0.0	-1.4	1.02	1.13	-0.3	2.4	-12.6	-1.7	-7.4
COc1ccc(C(=O)c2ccccc2)c2c(O)ccc(C(=O)c3ccccc3)c12	-6.8	-4.9	0.926	0.967	-1.3	37.6	3.3	7.4	-9.2
COCCNS(=O)(=O)c1ccc2c(c1)n(C)c(=O)n2C	-2.7	-2.8	1.03	1.18	-1.9	-1.5	-18.1	-2.7	-8.3
O=C1/C(=C/c2ccccn2)COc2ccccc21	-7.1	-4.1	1.1	1.08	-1.9	-0.3	-7.7	-10.4	21.7
O=C(/C=C/c1ccc(F)cc1)NC(=S)NNC(=O)c1cnccn1	-2.7	-11.1	0.802	1.02	-3.6	-2.0	-2.3	19.8	-0.7
CCOC(=O)c1c(S(=O)(=O)NCC(=O)Nc2ccc(F)cc2)c(C)n(C)c1C	1.1	-4.6	1	1.12	-4.5	-0.8	-12.3	-0.1	4.8
c1ccc(C2CC(c3cccs3)n3nnnc3N2)cc1 (stereo not drawn)	-1.3	-4.9	0.919	1.1	-4.1	1.2	-10.0	8.1	1.6
COc1ccccc1OCC(=O)Nc1ccc(NC(=O)COc2ccccc2OC)cc1	-2.4	-9.2	1.08	1.19	-6.2	0.7	-19.3	-7.7	-5.3
CCOC(=O)c1ccccc1NC(=O)CSc1nnc(COc2ccccc2)n1CC	-3.2	3.1	1.03	1.04	1.8	7.3	-4.5	-3.1	-4.9
CCN1CCN(S(=O)(=O)c2cc3c(cc2Cl)NC(=O)CO3)CC1	-4.2	-9.2	1.08	1	-3.8	-2.7	-0.1	-8.1	-22.8
Cc1ccc(COc2ccc(/C=N/NC(=O)c3ccc(CN4CCOCC4)cc3)cc2)cc1	-3.1	-1.8	0.947	1.41	-0.4	9.3	-40.5	5.3	-10.5
Cn1cnnc1SCc1nc(N)nc(Nc2ccccc2)n1	-2.0	-9.0	1.04	0.99	-6.7	-1.6	1.0	-4.1	-4.5
CN=C1S/C(=C\c2ccc(N3CCCC3)c(F)c2)C(=O)N1C	-4.3	-8.7	0.917	1.15	-0.3	3.4	-15.0	8.3	-9.4
CC(C)CC(NC(=O)C1CCCCC1)C(=O)NC(C)c1ccccc1 (stereo not drawn)	-2.0	5.1	1.09	1.14	5.7	-0.3	-14.4	-9.1	2.7
O=C(CSc1ccc(F)cc1)NNC(=O)c1ccccc1Br	1.5	-1.1	0.998	1.27	-0.1	-1.4	-27.3	0.2	-1.9
Cc1cc(O)c(C(C)C)cc1NS(=O)(=O)c1ccccc1	-3.6	-2.8	0.952	1.13	3.1	0.3	-13.4	4.8	-2.0
CN(CC(=O)NC(=O)NCc1ccco1)CC(=O)Nc1ccccc1Cl	-1.6	0.2	1.04	1.68	8.9	.	-68.1	-4.0	-8.3
CCOc1ccccc1/C=N/Nc1ccccc1[N+](=O)[O-]	1.7	-2.1	0.741	0.764	-0.9	3.5	23.6	25.9	6.7
COc1ccc(C2CC(C)=C(C#N)S(=O)(=O)C2C#N)cc1 (stereo not drawn)	-0.2	-2.5	0.991	1.08	1.1	2.8	-8.3	0.9	-12.7
Cc1cc(/C=C(\C#N)C(=O)Nc2ccc(F)cc2)c(C)n1-c1ccc(N2CCOCC2)c([N+](=O)[O-])c1	-1.4	0.0	0.924	0.838	3.4	-0.3	16.2	7.6	-4.8
CN=C(c1ccco1)n1c(=S)nc(-c2ccco2)n(C)c1=S	-1.9	5.5	0.754	1.01	6.0	-5.2	-0.6	24.6	-4.5
O=C(/C=C/c1cc([N+](=O)[O-])ccc1OC(F)F)NCc1ccc(F)cc1	-3.7	-4.7	0.998	1.15	2.0	-1.1	-14.8	0.2	37.0
CCS(=O)(=O)c1ccc2c(c1)NC(=O)C(CCCl)O2 (stereo not drawn)	-4.7	7.7	0.99	1.08	6.3	-1.2	-8.2	1.0	9.2
COC(=O)C1CSc2[nH]c(=O)sc2C1c1ccccc1 (stereo not drawn)	-1.3	-9.2	0.902	1	-4.8	0.9	-0.3	9.8	-26.2
Cc1ccc(N(C(=O)c2ccco2)C(C(=O)NC2CCCC2)c2cccnc2)cc1C (stereo not drawn)	-3.9	-4.2	0.927	1.04	-0.5	0.5	-3.8	7.3	-5.1
COc1ccc(CNC(=O)COC(=O)C(CCSC)N2C(=O)c3ccccc3C2=O)cc1 (stereo not drawn)	-2.1	-2.2	0.872	1.05	-1.8	0.7	-5.4	12.8	-3.0
N#Cc1c(C(F)(F)F)cc(-c2cccs2)nc1SCc1cccnc1	-1.2	-3.7	1	1.09	0.3	-2.5	-9.0	-0.2	2.7
CC(C)Cc1nnc(NC(=O)c2ccc3c(c2)NC(=O)C(C)S3)s1 (stereo not drawn)	0.7	-12.3	0.961	1.86	-1.5	-0.9	-86.3	3.9	5.7
COc1ccc(OCC(O)CNCCNc2nccc(C(F)(F)F)n2)cc1 (stereo not drawn)	-2.0	-2.6	0.928	0.834	-4.3	-0.2	16.6	7.2	-8.0
Cc1cccc(C)c1NC(=O)CCS(=O)(=O)c1ccc(Br)cc1	-2.8	-7.1	0.89	1.02	-2.0	0.3	-1.7	11.0	12.9
O=C(COc1ccc([N+](=O)[O-])cc1)Nc1cccnc1	-2.9	-3.1	1.1	1	28.9	-1.9	-0.4	-10.4	-8.4
CC(C)CC(NS(=O)(=O)c1ccc2c(c1)oc(=O)n2C)C(=O)NC1CCCc2ccccc21 (stereo not drawn)	2.6	-0.3	1.1	0.837	2.3	-1.0	16.3	-9.9	-2.3

# Compounds as they come (roughly 3.3% active in at least one column).
